Compound activity from PubChem.
Vc quorum ag – inducers of Vibrio cholerae quorum light production without autoinducers | activation, % at 18.7 µM | V. cholerae BH1578 lux reporter, luminescence, 6 h | AID 588436 | actives 0.16% (n = 350,000); in the data active means activation mostly above about 9.7%, no sharp cut-off; inconclusive means no clear call, values can overlap the other calls; inactive means mostly below about 3.7%; further: not every result past the cut was called active; inactives centre near 0; reference of the scale not given here
Rv3671c inh – Rv3671c (M. tuberculosis) protease inhibition; P9WHR9; inhibition, % at 5.96 µM; actives 0.048% (n = 320,000); AID 2606; in the data active means inhibition above about 38%;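 further: extracellular domain of Rv3671c used as enzyme; 0% = enzyme with DMSO and 100% = no enzyme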
Anthrax LF inh2 – inhibitors of Bacillus anthracis lethal factor protease. P15917. multiplex microsphere protease cleavage assay, LF. inhibition, % at 10 µM. actives 0.12% (n = 360,000). AID 588501; in the data active means inhibition above about 30%; inconclusive means no clear call, values can overlap the other calls; further: plate controls were buffer without enzyme for full effect and enzyme alone for no effect
TcdB GH inh – TcdB glycohydrolase inhibition. P18177. TcdB glycohydrolase enzymatic assay, plate reader. inhibition, % at 9.99 µM. actives 0.24% (n = 350,000). AID 652162; in the data active means inhibition above about 10%
Target sequence (P18177 whole entry, looked up): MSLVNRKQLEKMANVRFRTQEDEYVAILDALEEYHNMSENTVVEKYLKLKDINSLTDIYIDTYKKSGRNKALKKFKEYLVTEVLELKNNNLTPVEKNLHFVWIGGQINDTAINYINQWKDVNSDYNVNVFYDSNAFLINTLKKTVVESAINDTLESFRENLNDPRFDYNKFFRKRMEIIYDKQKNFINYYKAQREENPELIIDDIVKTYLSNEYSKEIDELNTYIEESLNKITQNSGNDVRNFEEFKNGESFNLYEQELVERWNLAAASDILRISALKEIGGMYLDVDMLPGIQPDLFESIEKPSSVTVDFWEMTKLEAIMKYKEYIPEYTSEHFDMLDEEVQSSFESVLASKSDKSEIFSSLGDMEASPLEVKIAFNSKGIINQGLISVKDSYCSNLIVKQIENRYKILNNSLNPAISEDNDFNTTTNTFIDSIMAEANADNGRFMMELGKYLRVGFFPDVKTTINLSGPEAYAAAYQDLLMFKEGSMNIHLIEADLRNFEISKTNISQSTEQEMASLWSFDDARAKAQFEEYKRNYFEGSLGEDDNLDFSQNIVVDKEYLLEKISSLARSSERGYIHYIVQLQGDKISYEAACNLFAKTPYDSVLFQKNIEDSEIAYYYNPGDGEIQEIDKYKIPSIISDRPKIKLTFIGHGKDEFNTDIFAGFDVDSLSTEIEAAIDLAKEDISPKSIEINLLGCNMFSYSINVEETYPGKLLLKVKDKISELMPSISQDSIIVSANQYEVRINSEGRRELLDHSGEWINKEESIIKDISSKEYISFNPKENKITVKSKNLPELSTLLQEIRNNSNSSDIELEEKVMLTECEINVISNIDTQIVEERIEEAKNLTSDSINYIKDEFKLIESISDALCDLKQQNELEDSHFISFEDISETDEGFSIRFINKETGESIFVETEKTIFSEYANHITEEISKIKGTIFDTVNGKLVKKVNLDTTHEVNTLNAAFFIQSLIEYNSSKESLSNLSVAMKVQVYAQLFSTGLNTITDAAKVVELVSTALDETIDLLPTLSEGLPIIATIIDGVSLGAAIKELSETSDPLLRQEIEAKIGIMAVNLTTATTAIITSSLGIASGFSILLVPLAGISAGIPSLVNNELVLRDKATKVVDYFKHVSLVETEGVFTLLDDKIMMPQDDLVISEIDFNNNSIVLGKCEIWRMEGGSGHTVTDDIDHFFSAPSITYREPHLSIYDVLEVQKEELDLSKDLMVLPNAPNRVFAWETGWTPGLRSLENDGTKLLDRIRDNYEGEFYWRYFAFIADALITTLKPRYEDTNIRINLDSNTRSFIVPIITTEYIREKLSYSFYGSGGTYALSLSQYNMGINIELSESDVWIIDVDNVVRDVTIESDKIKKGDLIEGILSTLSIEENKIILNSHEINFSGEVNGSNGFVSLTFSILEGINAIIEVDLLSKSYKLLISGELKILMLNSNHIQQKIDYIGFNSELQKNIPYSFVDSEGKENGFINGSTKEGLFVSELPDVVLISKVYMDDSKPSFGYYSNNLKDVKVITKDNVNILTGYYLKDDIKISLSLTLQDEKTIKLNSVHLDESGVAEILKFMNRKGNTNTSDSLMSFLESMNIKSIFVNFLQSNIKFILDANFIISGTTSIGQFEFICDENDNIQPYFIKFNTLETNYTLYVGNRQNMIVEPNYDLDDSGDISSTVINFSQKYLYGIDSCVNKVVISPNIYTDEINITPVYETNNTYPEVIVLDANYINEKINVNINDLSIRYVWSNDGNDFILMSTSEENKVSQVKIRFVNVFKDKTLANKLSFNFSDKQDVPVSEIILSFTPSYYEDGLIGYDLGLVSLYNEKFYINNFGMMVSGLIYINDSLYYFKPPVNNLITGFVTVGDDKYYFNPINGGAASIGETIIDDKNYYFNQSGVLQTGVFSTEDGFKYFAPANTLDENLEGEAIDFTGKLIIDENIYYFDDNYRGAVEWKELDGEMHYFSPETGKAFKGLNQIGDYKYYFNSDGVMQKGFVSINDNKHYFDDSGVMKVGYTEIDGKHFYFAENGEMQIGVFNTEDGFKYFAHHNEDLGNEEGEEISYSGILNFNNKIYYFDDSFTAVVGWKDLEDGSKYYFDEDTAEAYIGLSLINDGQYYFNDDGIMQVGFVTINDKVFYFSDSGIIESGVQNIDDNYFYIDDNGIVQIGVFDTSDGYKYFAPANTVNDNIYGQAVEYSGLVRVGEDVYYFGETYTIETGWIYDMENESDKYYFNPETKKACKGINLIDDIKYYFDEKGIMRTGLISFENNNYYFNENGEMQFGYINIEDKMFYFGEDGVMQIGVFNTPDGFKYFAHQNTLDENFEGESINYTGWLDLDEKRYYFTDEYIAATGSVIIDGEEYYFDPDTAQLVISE
MazEF act – increases E. coli MazEF RNase cleavage of RNA; P0AE70; FAM/BHQ RNA-DNA oligo cleavage fluorescence, 5 h; activation, % at 20 µM; actives 0.32% (n = 350,000); in the data active means activation above about 50%
SSB-PriA inh – K. pneumoniae PriA-SSBct interaction inhibition; AlphaScreen SSBct-PriA binding, biotinylated peptide; inhibition, % at 33 µM; actives 0.6% (n = 430,000); in the data active means inhibition mostly above about 37%, no sharp cut-off; inactive means mostly below about 20%;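 further: plate controls were negative control peptide for no effect and reference peptide for full effect; strong numbers were not always called active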
Yp Topo-I inh – blocks Yersinia pestis topoisomerase I activity; Y. pestis Topo-I cleavage product accumulation, plate reader; activity, % at 10 µM; actives 0.064% (n = 360,000); AID 504884; in the data active means activity above about 50%, passing the limit was not always enough; inconclusive means no clear call, values can overlap the other calls; further: inactives centre near 2
VHR inh abs – DUSP3 (human) phosphatase inhibition. P51452. recombinant VHR phosphatase, pNPP absorbance. inhibition, % at 13.3 µM. actives 0.52% (n = 290,000); in the data active means inhibition above about 50%; further: some compounds called inactive have numbers as strong as hits
SARS 3CLpro inh – SARS-CoV 3CLpro protease inhibition. P0C6X7. recombinant SARS-CoV 3CLpro, quenched FRET peptide cleavage. inhibition, % at 6 µM. actives 0.14% (n = 290,000). AID 1706; in the data active means inhibition above about 12%
PfHsp40 yeast – restores yeast growth despite PfHsp40 toxicity. S. cerevisiae expressing PfHsp40, growth rescue, ATP luminescence. growth rescue, % at 12.5 µM. actives 0.68% (n = 340,000); in the data active means growth rescue above about 28%, passing the limit was not always enough; inconclusive means no clear call, values can overlap the other calls;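 further: yeast W303a lacking pdr1 and pdr3 grown in galactose medium; growth measured after three days at 30 °C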
* marks the source's active call; other numbers are inactive results; i = inactive; u = inconclusive; x = no result given; & = joins results of further samples.

Start of the listing, in advance:
SMILES	Vc quorum ag	Rv3671c inh	Anthrax LF inh2	TcdB GH inh	MazEF act	SSB-PriA inh	Yp Topo-I inh	VHR inh abs	SARS 3CLpro inh	PfHsp40 yeast
S=c1[nH]nc(C2CCCCC2)n1/N=C/c1ccncc1	-0.1	-4	-1	1.8	7	x	0	15	-6	0.5
Cc1ccc(SC(C)C(=O)Nc2ccncc2)cc1 (stereo unspecified)	-0.2	2	1	x	4	-8	-6	13	-3	u
O=C(NNC(=S)NC(=O)c1ccccc1[N+](=O)[O-])c1ccccc1Cl	-0.2	8	-1	1.7	2	-15	9	-8	4	1.6
O=C(c1ccc(CS(=O)(=O)c2ccccc2)o1)N1CCN(c2ncccn2)CC1	-0.1	1	-9	-4.6	4	-11	8	29	-1	-0.4
Cc1c(CN(C)CCc2ccccc2)c(=O)n(-c2ccccc2)n1C	i	5	2	-0.2	6	9	-9	17	-5	0.0
COCCCN1C(=O)C(CC(=O)NCc2ccco2)CC(C(=O)N(C)C)=C1C (stereo unspecified)	-0.6	x	-2	1.3	7	x	0	x	x	x

All compounds of this part, repeating the preview:
SMILES	Vc quorum ag	Rv3671c inh	Anthrax LF inh2	TcdB GH inh	MazEF act	SSB-PriA inh	Yp Topo-I inh	VHR inh abs	SARS 3CLpro inh	PfHsp40 yeast
S=c1[nH]nc(C2CCCCC2)n1/N=C/c1ccncc1	-0.1	-4	-1	1.8	7	x	0	15	-6	0.5
Cc1ccc(SC(C)C(=O)Nc2ccncc2)cc1 (stereo unspecified)	-0.2	2	1	x	4	-8	-6	13	-3	u
O=C(NNC(=S)NC(=O)c1ccccc1[N+](=O)[O-])c1ccccc1Cl	-0.2	8	-1	1.7	2	-15	9	-8	4	1.6
O=C(c1ccc(CS(=O)(=O)c2ccccc2)o1)N1CCN(c2ncccn2)CC1	-0.1	1	-9	-4.6	4	-11	8	29	-1	-0.4
Cc1c(CN(C)CCc2ccccc2)c(=O)n(-c2ccccc2)n1C	i	5	2	-0.2	6	9	-9	17	-5	0.0
COCCCN1C(=O)C(CC(=O)NCc2ccco2)CC(C(=O)N(C)C)=C1C (stereo unspecified)	-0.6	x	-2	1.3	7	x	0	x	x	x
CCS(=O)(=O)c1ccc2oc(Nc3ccc(C(C)C)cc3)nc2c1	-2.8	0	0	x	7	-15	0	21	1	2.2
C=CCc1ccc(OCCOCCNCCOC)c(OC)c1	x	1	0	x	2	-6	5	15	6	-0.4
COc1cccc(C(=O)Cn2c(=O)n(CCC(=O)NCC3CCCO3)c(=O)c3cc(OC)c(OC)cc32)c1 (stereo unspecified)	i	-1	-1	1.3	10	-21	2	15	-7	-0.7
COCCn1c(C)cc(C(=O)COC(=O)c2ccc[nH]c2=O)c1C	-0.4	-3	0	x	-2	-1	4	-8	5	0.0
CC(C)c1ccc(NC(=S)NN2CCN(C)CC2)cc1	i	-1	-3	-0.1	-15	-2	-6	-6	1	0.6
CC1CCCCN1C(=O)CCS(=O)(=O)c1cc2c(cc1Cl)NC(=O)CO2 (stereo unspecified)	i	4	-2	-1.8	11	-9	11	6	-8	0.3
Cc1cc(C)c2[nH]c(=O)c(C(c3nnnn3C(C)(C)C)N3CCN(C(=O)c4ccco4)CC3)cc2c1 (stereo unspecified)	-0.3	-3	-4	x	-2	-12	2	19	-3	-0.1
CCOC(=O)NNc1ccc2nonc2c1[N+](=O)[O-]	x	-47	x	x	13	20	x	-4	3	124*
O=C(COc1cnc2ccccc2n1)NCCC1=CCCCC1	i	-7	2	x	6	-11	6	41	-6	-0.2
NC(=S)Nc1ccc(F)cc1F	3.1	-1	12	1.7	-16	4	7	12	1	-0.4
O=C(NCc1ccc2c(c1)OCO2)c1ccc(CN2CCOCC2)cc1	-0.2	-3	-1	x	7	4	10	8	-6	0.0
CCOC(=O)c1cnn2c(C(F)(F)F)cc(-c3ccco3)nc12	i	-4	4	x	6	-13	-1	8	-3	-1.2
COc1ccc(CC(=O)NCC(c2ccc(OC)cc2)N(C)C)cc1 (stereo unspecified)	i	0	0	4.3	2	-3	0	1	-1	0.5
Cc1cc(-c2ccc(C(=O)O)s2)cnc1N	-0.3	2	1	-0.4	-3	-23&-4	-4	16	2	-0.2
O=C(NC(Cc1ccccc1)C(=O)N1CCN(c2ccccc2O)CC1)c1ccccc1 (stereo unspecified)	i	x	3	0.2	-13	-8	13	x	x	-0.2
O=C(NCc1ccccn1)c1ccc(S(=O)(=O)Nc2ccccc2F)cc1	i	-7	0	-0.8	0	-9	1	13	-2	2.3
COC(=O)c1ccc(C2/C(=C(/O)c3ccc(OC(C)C)cc3)C(=O)C(=O)N2c2cc(C)on2)cc1 (stereo unspecified)	-0.7	1	1	x	-4	x	-1	-4	4	-0.4
CSc1ncccc1C(=O)OCc1c(F)cccc1Cl	-0.5	0	-1	0.9	-9	-60	18	7	0	3.6
COc1ccc(N(CC(=O)Nc2ccc(OC)c(OC)c2)S(=O)(=O)c2ccccc2)cc1Cl	-0.3	8	-12	-0.3	2	11	-1	13	0	-0.3
COc1ccc(C2/C(=C(/O)c3ccc4c(c3)CC(C)O4)C(=O)C(=O)N2CCN2CCOCC2)cc1 (stereo unspecified)	x	-7	-1	x	-11	x	12	28	-6	-0.8
COc1ccc2cc(C(=O)NCc3ccco3)c(=Nc3ccc(C(=O)O)cc3)oc2c1	-4.3	-46	2	x	-3	-1	-13	11	0	-2.3
CC(C)C(NC(=O)C1CC(=O)N(Cc2ccccc2)C1)c1nc2ccccc2[nH]1 (stereo unspecified)	-0.8	-3	-10	0.3	4	-1	6	x	x	0.2
COc1ccc(-c2csc3ncnc(Sc4nnnn4C)c23)cc1	i	-3	-6	-0.1	7	-4	1	x	x	0.1
Cc1ccc(S(=O)(=O)N2CCN(C(=O)C3CCN(c4ncnc5sc(C)c(C)c45)CC3)CC2)c(C)c1	i	x	-13	1.3	-21	8	25	x	x	2.4
CN(C)c1ccc(-c2nc3cc(N)ccc3o2)cc1	i	x	-2	3.8	12	6	-4	35	3	-1.9
Cn1cc(C(=O)N2CCCCCC2)c(=O)c2cc(S(=O)(=O)N3CCCCC3)ccc21	i	6	-2	1.3	7	-19	4	6	5	-2.1
CC1CCN(S(=O)(=O)c2ccc3c(c2)N(CC(=O)N(C)Cc2ccco2)C(=O)CO3)CC1	i	2	-1	5.7	-2	-14	19	2	-2	-0.3
CC1CC(C)CN(C(=O)c2cn(C)c3ccc(S(=O)(=O)N(C)C)cc3c2=O)C1 (stereo unspecified)	-0.2	8	0	1.1	8	-5	1	38	2	-1.6
Brc1ccc(Cn2c(-c3cncs3)nc3ccccc32)cc1	i	0	5	0.3	1	-10	-12	12	5	1.4
COc1ccc(OCC2CCCN(Cc3nc(CC4CC4)no3)C2)cc1 (stereo unspecified)	-1.6	4	2	0.0	-4	-17	35	18	2	1.3
CSc1nnc(-c2ccc(C(F)(F)F)cn2)o1	-0.6	-4	-6	0.7	1	-6	-1	8	6	x
Cc1cc2c(c(=O)o1)C(c1ccc([N+](=O)[O-])o1)C(C#N)=C(N)O2 (stereo unspecified)	-0.9	15	-17	0.1	44	-8	-3	-3	0	-0.4
CC(C)(C)C(=O)NC1(C(F)(F)F)NC(=O)N(c2ccc(F)cc2)C1=O (stereo unspecified)	-0.3	0	6	0.1	8	-6	2	21	1	0.5
Cc1nn(-c2ccc(N3CCOCC3)nn2)c(C)c1CCC(=O)Nc1ccc(F)cc1	i	-6	-2	1.2	3	3	4	14	-2	-1.4
O=C(COC(=O)c1cnccn1)Nc1c(Cl)cc(Cl)cc1Cl	i	-4	-1	0.3	5	-11	-1	x	x	-0.4
O=C(CS(=O)(=O)Cc1ccccc1)NCc1ccc2c(c1)OCO2	i	2	-1	x	6	-9	8	-2	0	-1.1
O=C(Cn1ccc(C(F)(F)F)n1)NNC(=O)c1ccco1	0.3	4	2	-0.9	-3	-10	8	x	x	-2.4
Cc1ccc(C2(c3noc(CN(C)CC4CCCCO4)n3)CCCC2)cc1 (stereo unspecified)	4.8	3	-1	1.1	2	-2	34	9	0	-0.2
O=C(O)c1ccccc1C(=O)N1CCN(c2cccc(Cl)c2)CC1	i	1	-5	x	8	-7	10	-5	-2	1.7
O=C(Nc1ccccc1)O/N=C/c1ccc(F)cc1	-1.3	2	-6	0.6	5	x	-3	-12	4	-0.3
COc1ccc(-c2ccc(-c3noc(C4CCCCC4)n3)c(OC)n2)cc1	1.1	-12	-1	x	-11	-6	40	-13	-4	2.1
COc1ccc(S(=O)(=O)N2CCCCC2c2cc(C(=O)N3CCOCC3)no2)cc1 (stereo unspecified)	-0.7	x	0	1.2	x	x	-4	x	x	x
O=S(=O)(Nc1ccc(-c2csc(-c3ccccc3)n2)cc1)c1ccccc1	0.7	-182	-1	x	-11	-5	3	-8	5	4.4
CN1C(=O)N(c2ccc(Cl)cc2)C(C)(O)CC1(C)C (stereo unspecified)	-0.6	x	-1	0.7	-2	-4	-2	17	-2	1.3
Cc1ccc(N(CC(=O)N/N=C/c2ccco2)S(=O)(=O)c2ccccc2)cc1	-0.2	-3	-2	1.2	2	x	4	1	-4	0.4
CN(C)/C(Cn1cncn1)=C1/N=C(c2c(F)cccc2F)OC1=O	i	5	1	1.3	-8	-11	-5	10	0	1.0
Cc1[nH]n(-c2ccccc2)c(=O)c1/C=N/NC(=O)c1ccccc1F	i	-1	-19	0.6	-8	x	-5	6	-2	-4.1
CC(=O)Nc1ccc(S(=O)(=O)Nc2ccc(-n3cnnn3)cc2)cc1	i	5	3	-0.1	4	-11	3	x	x	0.1
COc1cc(C(=O)OCC(=O)N2CCCC2=O)cc(OC)c1C	0.3	-14	x	0.0	-2	-3	9	x	x	3.7
CCC(C)Nc1nc(N)c([N+](=O)[O-])c(NC2CCCCC2)n1 (stereo unspecified)	-0.5	-3	-5	4.2	-6	6	7	x	0	-0.3
CCOc1ccc(NC(=O)COC(=O)c2cc(S(=O)(=O)N3CCCC3)ccc2C)cc1	0.2	8	-2	-6.4	-4	-3	14	x	x	1.4
Cc1ccc(S(=O)(=O)N2CCSC2C(=O)O)cc1 (stereo unspecified)	i	-3	-4	1.3	-1	-5	-11	-12	7	-2.3
C=CCn1c(=O)c2c(nc3n2CC(C)CN3c2cccc(OC)c2)n(C)c1=O (stereo unspecified)	-0.3	-2	3	0.4	2	-18	8	21	3	1.5
Cc1ccc(C(=O)Nc2ccc(Cl)cc2C)c(Cl)c1	0.2	-15	6	0.2	4	2	0	12	4	1.1
Remaining list, next part.
SMILES	Vc quorum ag	Rv3671c inh	Anthrax LF inh2	TcdB GH inh	MazEF act	SSB-PriA inh	Yp Topo-I inh	VHR inh abs	SARS 3CLpro inh	PfHsp40 yeast
Cc1oc(-c2ccc(Cl)cc2)nc1CN1CCC(C(=O)NCc2cccs2)CC1	i	5	1	x	0	-8	4	12	-2	-0.8
CCOC(=O)N/N=C(\C)c1ccc(C)o1	-0.5	1	-1	-0.1	-13	x	-9	-1	0	-0.2
CSCC[C@H](NC(=O)N1CCn2c1nc1ccccc12)C(=O)NCc1ccc2c(c1)OCO2	-0.3	-8	7	2.6	3	2	40	19	-6	3.8
CC(C)Cc1cc(C(=O)O)c2ccccc2n1	0.9	5	-3	x	0	0	3	x	-3	-0.6
Cc1c(N(C)C(=O)COc2ccc3ccccc3c2)c(=O)n(-c2ccccc2)n1C	-0.5	-1	-4	0.8	-9	-7	13	15	-2	0.5
CCCn1c(SCC(=O)N2c3ccccc3CC2C)n[nH]c1=O (stereo unspecified)	8.2	x	0	1.3	0	5	3	x	x	-0.5
O=C(Nc1ccc2c(c1)OCO2)C1CCCN1C(=O)Nc1cccc(F)c1 (stereo unspecified)	-0.6	-3	0	x	9	-13	-1	-7	1	1.0
Cc1ccccc1OCCNC(=S)Nc1ccccc1	-1.8	-5	1	x	-5	-7	10	15	-1	-2.1
CCCSC1=NN2CCCC(=O)N=C2S1	0.5	9	0	1.4	-9	0	-2	-7	2	1.6

Not all compounds are listed; rates above refer to the full screens.
